RORg inh: ROR gamma (mouse) transcription inhibition. P51450. Drosophila S2 Gal4-RORgamma UAS-luciferase reporter, 20 h. Potency, µM (top dose mostly 53.6 µM), for the others: at the highest dose activity change, negative = inhibition, actives largely listed as inhibitors. actives 5.4% (n = 310,000); note: potency is the fitted concentration of half-maximal effect; % is set by controls: 0 for no effect and ±100 for the full control effect; nearly all actives have a fitted effect of over 60% in size
Target sequence (P51450 whole entry, looked up, the tested form may be a part): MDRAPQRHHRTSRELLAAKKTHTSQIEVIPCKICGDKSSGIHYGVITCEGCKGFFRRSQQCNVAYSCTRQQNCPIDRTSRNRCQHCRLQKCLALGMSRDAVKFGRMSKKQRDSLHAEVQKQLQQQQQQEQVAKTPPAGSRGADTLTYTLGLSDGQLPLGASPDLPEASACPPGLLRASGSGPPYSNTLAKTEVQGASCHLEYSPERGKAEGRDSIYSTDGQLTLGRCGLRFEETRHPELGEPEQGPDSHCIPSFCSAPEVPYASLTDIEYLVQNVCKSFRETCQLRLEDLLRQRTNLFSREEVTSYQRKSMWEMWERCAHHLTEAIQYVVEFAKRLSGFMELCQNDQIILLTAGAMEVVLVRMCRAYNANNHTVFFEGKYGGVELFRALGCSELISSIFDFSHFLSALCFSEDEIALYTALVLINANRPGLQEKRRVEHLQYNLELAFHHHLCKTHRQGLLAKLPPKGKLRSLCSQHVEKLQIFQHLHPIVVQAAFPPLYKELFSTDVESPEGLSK
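Read-out: Photinus luciferase luminescence; inhibitors lower reporter signal. Insect Schneider cells with Gal4-ROR gamma fusion under metallothionein promoter, UAS reporter; 700 uM final copper sulfate induction, 20 hr, ambient temperature.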
FLuc modulator: counter-screen for miR-21 project: firefly luciferase inhibitors or activators | P08659 | purified FLuc, Km substrates, luminescence inhibition | Potency, µM (highest dose often 57.5 µM), for inactives: top-dose activity change, negative = inhibition, most hits filed as inhibitors | actives 6.9% (n = 360,000);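 note: potency is the fitted concentration of half-maximal effect; plate controls were vehicle for no effect and reference inhibitor for full effect; nearly all actives have a fitted effect of over 55% in size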
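Biochemical qHTS of compounds, final roughly 60 µM downward over six points, against 10 nM purified firefly luciferase using Km concentrations of substrates (10 uM D-luciferin, 10 uM ATP) in Tris acetate pH 7.5 buffer; luminescence output.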
ELG1 genotoxic: genotoxicity induction in ELG1-luciferase HEK293T cells; HEK293T ELG1-luciferase reporter, luminescence, 16 h; Potency, µM (series often up to 46 µM), for inactives: top-dose activity change, positive = activation, most hits filed as activators; actives 1.3% (n = 330,000); AID 504466; note: potency is the fitted concentration of half-maximal effect; % of control where 0% means no effect; nearly all actives have a fitted effect of over 60% in size
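Cells (2,000/well) expressing the ELG1-luciferase fusion are dosed by pin tool and kept 16 hr at 37 °C, 5% CO2. Signal comes from ONE-Glo luciferase reagent after 30 min at room temperature.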
p53 reactivation: re-activators of mutant p53; AID 504706; Potency, µM (doses to about 92.2 µM), for inactives: top-dose activity change, positive = activation, actives largely listed as activators; H1299 p53-A138V BP100-luciferase reporter, luminescence, 24 h; actives 0.063% (n = 320,000); note: potency is the fitted concentration of half-maximal effect; % of control where 0% means no effect; nearly all actives have a fitted effect of over 45% in size
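H1299 (p53-null), stable ts p53-A138V + BP100-Luc; 1000 cells/well, Opti-MEM/10% FBS; cpd 4 pt, 1:5; 24 h, 37 deg C, 5% CO2; detection reagent 10 min RT; luminescence.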
Giardia kill: Giardia lamblia killing; Giardia lamblia trophozoite viability; activity change, % at 7.66 µM, hits read low; actives 0.15% (n = 340,000); in the data active = activity change below about -80%; inconclusive = between about -30% and that limit;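 note: parasites exposed to compound for two days anaerobically before the ATP read; % is set by controls: 0 for no effect and ±100 for the full control effect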
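Media and compound were dispensed first, then trophozoites at 100 cells/well; plates sat 48 hrs at 37 deg C without oxygen before ATP luminescence reagent was added and read after 15-30 min at room temperature.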
NPC1 promoter act: activates the NPC1 promoter | Huh7 NPC1 promoter luciferase reporter, 24 h | Potency, µM (highest dose often 9.22 µM), without a hit: at the top dose activation, actives largely listed as activators | actives 2.4% (n = 320,000) | AID 485313;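 note: potency is the fitted concentration of half-maximal effect; % of control where 0% means no effect; nearly all actives have a fitted effect of over 60% in size; reporter is driven by a mutant NPC1 promoter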
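Quantitative HTS used a cell-based reporter: Huh7 cells stably bearing the NPC1 promoter upstream of luciferase were treated with compounds for 24 h, and promoter activation was read as luminescence.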
Menin-MLL TR inh: displaces Texas Red mutant MLL peptide from human menin; actives 0.23% (n = 270,000); Menin + Texas Red MLL mutant peptide, fluorescence polarization; Potency, µM (titrated, usually from 61.6 µM), without a hit: at the top dose FP activity change, negative = inhibition, most hits filed as inhibitors; O00255; active = well fitted inhibition curve with a large enough effect in the polarisation, with a control signal flat, not every such curve was filed as active; inconclusive = small, poorly fitted or top-dose-only effect, or effect the other way, or a change in a side signal; inactive = no such curve, though single readings can be large or run the other way; the % refers to the polarisation; note: potency is the fitted concentration of half-maximal effect; % of control where 0% means no effect; many of its hits are not listed in these tables
Target sequence (O00255 whole entry, looked up): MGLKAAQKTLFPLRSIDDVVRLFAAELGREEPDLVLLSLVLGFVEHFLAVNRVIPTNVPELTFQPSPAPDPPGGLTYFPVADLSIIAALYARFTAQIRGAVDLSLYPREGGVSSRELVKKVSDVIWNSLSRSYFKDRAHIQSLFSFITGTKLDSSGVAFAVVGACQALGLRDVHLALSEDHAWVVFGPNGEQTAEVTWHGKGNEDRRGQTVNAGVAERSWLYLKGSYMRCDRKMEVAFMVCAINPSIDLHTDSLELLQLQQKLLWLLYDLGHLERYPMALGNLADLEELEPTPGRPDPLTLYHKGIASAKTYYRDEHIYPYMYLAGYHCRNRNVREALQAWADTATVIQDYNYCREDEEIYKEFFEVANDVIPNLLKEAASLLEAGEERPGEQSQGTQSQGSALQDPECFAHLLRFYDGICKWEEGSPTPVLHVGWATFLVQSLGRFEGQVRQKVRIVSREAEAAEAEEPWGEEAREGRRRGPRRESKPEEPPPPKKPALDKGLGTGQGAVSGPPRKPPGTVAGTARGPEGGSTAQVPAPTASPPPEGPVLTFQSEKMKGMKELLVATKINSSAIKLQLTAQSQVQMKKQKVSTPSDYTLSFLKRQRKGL
Rab9 promoter act: activators of Rab9 promoter | Potency, µM (highest dose often 9.22 µM), for inactives: at the highest dose activation, negative = inhibition, hits mostly activators | Huh7 Rab9 promoter-luciferase reporter, luminescence, 24 h | actives 2.8% (n = 320,000) | AID 485297; note: potency is the fitted concentration of half-maximal effect; % of control where 0% means no effect; nearly all actives have a fitted effect of over 60% in size
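Cell-based reporter: Huh7 stable for Rab9 promoter-driven luciferase, plated in reduced-serum medium with 10% FBS at 1500 cells/well, compound-treated 24 h at 37 °C, luminescence read after 10 min reagent.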
BRCA1 expr act: increases BRCA1 expression | MCF7-BRCA1-FFLuc reporter, luminescence, 48 h; response scale: scaled: vehicle 0%, 10 µM genistein 100% | Potency, µM (top dose mostly 46.1 µM), without a hit: at the highest dose activation, most hits filed as activators | actives 1.1% (n = 380,000); note: potency is the fitted concentration of half-maximal effect; nearly all actives have a fitted effect of over 80% in size; some results filed as inactive show a strong effect at the top dose
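MCF7-BRCA1-FFLuc cells, 2000/well in phenol-red-free MEM, attached 2 h then treated 48 h at 37 C. Luciferase luminescence read 15 min after reagent; normalized to genistein maximum activation (10microM) and DMSO, concentration-response fitted.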
Gal4-VP16 FLuc: counter-screen for ROR gamma inhibitors: Gal4-VP16 reporter; Drosophila S2 Gal4-VP16 UAS-luciferase, luminescence, 20 h; Potency, µM (doses to about 53.6 µM), inactives show top-dose activity, negative = inhibition, most hits filed as inhibitors; actives 3.5% (n = 310,000); AID 2546;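 note: Gal4-VP16 expression switched on by copper sulfate through the metallothionein promoter; potency is the fitted concentration of half-maximal effect; % is set by controls: 0 for no effect and ±100 for the full control effect; nearly all actives have a fitted effect of over 50% in size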
PKM2 act: PKM2 (human) enzyme activation; purified PKM2, Kinase-Glo ATP luminescence, activation; response scale: 0% is enzyme alone, no compound; actives 0.34% (n = 260,000); P14618; Potency, µM (series often up to 57.5 µM), for the others: top-dose activation, usual class: activators; AID 1631; note: potency is the fitted concentration of half-maximal effect; % is set by controls: 0 for no effect and ±100 for the full control effect; nearly all actives have a fitted effect of over 55% in size
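Purified hPK-M2 (>95%) run at intermediate activity with 0.1 mM ADP and 0.5 mM PEP in 50 mM imidazole pH 7.2, KCl, MgCl2; 1 h room temperature. ATP formed read by Kinase-Glo luminescence; normalized to uninhibited and no-enzyme controls.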
Numbers without * were called inactive; ? = inconclusive; / = no result given; & = joins results of further samples; [ ] = dose if it differs, or a comment. Unless noted, calls come from the whole dose curve; as a rule, active = well fitted curve in the direction sought with a large enough effect; inconclusive = small, poorly fitted or top-dose-only effect, or another doubt; inactive = no such curve, though single readings can be large; an effect the other way counts as inactive or inconclusive.

SMILES	RORg inh	FLuc modulator	ELG1 genotoxic	p53 reactivation	Giardia kill	NPC1 promoter act	Menin-MLL TR inh	Rab9 promoter act	BRCA1 expr act	Gal4-VP16 FLuc	PKM2 act
CCOC(=O)C1=C(N)Oc2cc(C)oc(=O)c2C12C(=O)N1c3c(cccc32)C(C)CC1(C)C (stereo not drawn)	29%	8%	/	/	13	/	-14%	/	-8%	-13%	2%
C=CCS(=O)(=O)N1CCC(CCOc2ccccc2)(C(=O)OCC)CC1	17%	2%	-7%	1%	1	0%	?	-2%	-5%	10%	-7%
O=C(NCCN1CCOCC1)c1ccc(Cl)nc1Cl	7%	1%	3%	-1%	0	-5%	-12%	3%	-9%	7%[10 µM]	0%
CC12CN3CC(C)(CN(C1)C3c1cccs1)C2=O (stereo not drawn)	10%	2%	-1%	-3%	4	0%	-7%	0%	2%	1%	1%
Cc1ccccc1N1C(=O)NC(=O)/C(=C/c2ccc(N3CCOCC3)o2)C1=O	4%	3%	0%	1%	2	-1%	/	-1%	7%	-8%	2%
CCC(=O)c1cc(F)c(N2CCN(CC)CC2)cc1C	6%	3%	9%	4%	19	-2%	2%	3%	14%	3%	8%
CCCCn1c(O)c(C(CC)=NCc2ccco2)c(=O)[nH]c1=O	39%	4%	-7%	-11%	7	-9%	-20%	0%	-15%	1%	2%
COC(=O)[C@@H]1[C@@H](C(=O)OC)C2(c3ccccc3-c3ccccc32)N(c2ccc(Cl)cc2)N1C#N	?	0%	-24%	-30%[inhibitor]	-18	-29%	0%	-38%[inhibitor]	-87%	4.5µM*	7%
Cc1ccc2c(c1)N(C(C)C(=O)N1CCC3(CC1)OCCO3)C(=O)CO2 (stereo not drawn)	-30%	0%	-3%	-5%	13	0%	-17%	9%	-11%	-4%	3%
Cn1c[n+](C)cc1C(O)c1ccccc1 (stereo not drawn)	-16%&-6%	-2%&-6%	1%&-2%	-7%&-1%	0&2	3%&1%	4%&1%	1%&-3%	0%&3%	-14%&-4%	-1%&-1%
CCCC(=O)NC(Oc1ccc(OC)cc1)C(Cl)(Cl)Cl (stereo not drawn)	-1%	0%	-1%	4%	3	-5%	2%	-7%	2%	-8%	0%
O=[N+]([O-])c1ccccc1CCl	0%	10%	-1%	11%	-29	-3%	/	-5%	-12%	4%	/
O=C(NC(Cc1ccccc1)C(=O)N1CCC2(CC1)OCCO2)C1CCCCC1 (stereo not drawn)	12%	1%	0%	9%	-1	-2%	?	-2%	-3%	0%	-2%
c1ccc2c(CN3CCCCCC3)c[nH]c2c1	9%	17µM*	?	3%	4	25%	-10%	?	-76%	3%	2%
CCN1CCN(C(=O)Cc2c(C)n(C(=O)c3ccc(Cl)cc3)c3ccc(OC)cc23)CC1	6%	2%	-4%	0%	9	-5%	-20%	1%	-13%	-5%	3%
CC(C)(C#CC(=O)O)OOC(c1ccccc1)(c1ccccc1)c1ccccc1	2%	2%	-6%	-2%	-26	-2%	46%[activator]	-3%	-1%	0%	/
COC(=O)CC1=C(C(=O)OC)C2(C(=O)N(C)c3ccccc32)C(C#N)=C(N)O1 (stereo not drawn)	12%	1%	2%	6%	0	2%	-6%	2%	-33%	1%	-1%
O=C1NC(=O)N(Cc2ccccc2)C(=O)/C1=C/c1cnn(-c2ccccc2)c1	16%	-29%	-6%	0%	/	-1%	?	-1%	/	0%	10%
Cc1ccccc1N1C(=O)CC(=O)NC1=O	-15%	0%	-2%	0%	25	0%	-3%	-2%	-21%	4%	-3%
CCOC(=O)C1=C(C)OC(N)=C(C(=O)OCC)C12C(=O)Nc1ccc(Br)cc12 (stereo not drawn)	?	0%	2%	-1%	-21	-4%	-12%	2%	-50%	?	-4%
CN(C(=O)c1cccc(N2C(=O)C3C4C=CC(C4)C3C2=O)c1)C1CCCCC1 (stereo not drawn)	6%	0%	-1%	14%	2	0%	?	2%	2%	4%	/
Cc1nonc1OCCNc1ccc([N+](=O)[O-])c2cccnc12	?	2%	-1%	-11%	49[activator]	0%	20%	2%	-6%	13%	10%
Cc1cc(OC(=O)N(C)C)nc(SCc2c(Cl)cccc2Cl)n1	14%	1%	-3%	-4%	7	-5%	/	0%	-27%	13%	1%
Cc1cc(N2CCCCC2)ccc1C=C1C(=O)N(C)C(=S)N(C)C1=O	?	?	2%	-7%	7	-5%	32%[activator]	-5%	-29%	4%	21%
Cc1ccc(CN2CCN(Cc3ccccc3F)CC2)cc1	17%	1%	-9%	-1%	6	-3%	?	0%	0%	7%	-7%

Laid out differently: entries from further up
Structure | RORg inh | FLuc modulator | ELG1 genotoxic | p53 reactivation | Giardia kill | NPC1 promoter act | Menin-MLL TR inh | Rab9 promoter act | BRCA1 expr act | Gal4-VP16 FLuc | PKM2 act
CCOC(=O)C1=C(N)Oc2cc(C)oc(=O)c2C12C(=O)N1c3c(cccc32)C(C)CC1(C)C (stereo not drawn) | 29% | 8% | / | / | 13 | / | -14% | / | -8% | -13% | 2%
CCN1CCN(C(=O)Cc2c(C)n(C(=O)c3ccc(Cl)cc3)c3ccc(OC)cc23)CC1 | 6% | 2% | -4% | 0% | 9 | -5% | -20% | 1% | -13% | -5% | 3%
O=[N+]([O-])c1ccccc1CCl | 0% | 10% | -1% | 11% | -29 | -3% | / | -5% | -12% | 4% | /

New compounds follow:
SMILES	RORg inh	FLuc modulator	ELG1 genotoxic	p53 reactivation	Giardia kill	NPC1 promoter act	Menin-MLL TR inh	Rab9 promoter act	BRCA1 expr act	Gal4-VP16 FLuc	PKM2 act
CCOCCCn1c(N)c(C(=O)Nc2sc3c(c2C(=O)OC)CCCC3)c2nc3ccccc3nc21	?	-8%	-1%	-6%	12	-4%	?	-19%	0%	11µM*	17%
CCCNC(=O)c1c(N)n(Cc2ccc3c(c2)OCO3)c2nc3ccccc3nc12	11%	-1%	2%	2%	-11	-3%	6%	-4%	-2%	-17%	-6%
Cc1ncc(CN2CCCC(C(=O)c3ccc(C(C)(C)C)cc3)C2)s1 (stereo not drawn)	?	?	11%	7%	-2	-3%	?	0%	53%	?	1%
CN(C)C(=O)Oc1noc2cc(Cl)ccc12	0%	2%	1%	6%	45[activator]	-6%	/	0%	3%	9%	0%
Clc1ccc(C(c2ccc(Cl)cc2)n2cc[n+](CC(OCc3ccc(Cl)cc3Cl)c3ccc(Cl)cc3Cl)c2)cc1 (stereo not drawn)	?	4%	4%	-17%	-14	-36%[inhibitor][46.1 µM]	?	-30%[inhibitor][46.1 µM]	/	11µM*	/
Cc1cc(C)cc(OCCOc2cccc(C=C3C(=O)NC(=O)NC3=O)c2)c1	-45%	?	6%	/	-22	?	52%[activator]	?	86%	-22%	0%[11.5 µM]
CCN(CC)c1ccc(NC(=O)c2cccc(C)c2)cc1S(=O)(=O)Nc1ccccc1OC	23%	-23%	-5%	-2%	-23	-4%	?	0%	-40%	-4%	-15%
Brc1cccc(CNCCc2ccc3c(c2)OCO3)c1	-6%[1.91 µM]	-3%	-11%	3%	13	0%	-11%	-4%	15%	1%	-3%
CCN1C(=O)C(=C/C=C/c2ccco2)C(=O)N(CC)C1=S	1%	-19%	16%	-3%	6	0%	?	-3%	-32%	-28%	2%
COc1ccc(C(O)P(=O)(Oc2ccccc2)Oc2ccccc2)cc1 (stereo not drawn)	-42%	0%	7%	1%	10	-6%	/	-4%[1.84 µM]	0%	-4%	/
CN1C(=O)NC(=O)/C(=C/c2ccc([N+](=O)[O-])o2)C1=O	-17%	?	0%	1%	-7	-3%	/	-5%	1%	-4%	-10%
COc1ccc(CCNCc2ccc(Br)cc2)cc1OC	10%	1%	-9%	-1%	14	-2%	-17%	-3%	-1%	8%	/
N#CCCn1cc(C(=O)Nc2ccc([N+](=O)[O-])cc2)c(-c2ccc3c(c2)OCCO3)n1	?	1%	-2%	-11%	-1	0%	?	-7%	-47%	?	5%
CC12CN3CN(C1)CC(c1ccccc1)(C3)C2=O	?	0%	0%	1%	-11	0%	6%	-6%	22%	1%	0%

Just Giardia kill, for some of the entries so far:
mol | Giardia kill
CCCC(=O)NC(Oc1ccc(OC)cc1)C(Cl)(Cl)Cl (stereo not drawn) | 3
N#CCCn1cc(C(=O)Nc2ccc([N+](=O)[O-])cc2)c(-c2ccc3c(c2)OCCO3)n1 | -1
CCOC(=O)C1=C(C)OC(N)=C(C(=O)OCC)C12C(=O)Nc1ccc(Br)cc12 (stereo not drawn) | -21

Some of the compounds tested. The share of hits here may be higher or lower than overall.
